Screening results deposited in PubChem BioAssay by several laboratories.
GASC-1 inh: blocks human GASC-1 demethylase activity. GST-JMJD2C(1-420) H3K9me3 demethylation, DELFIA europium. 330,000 tested, 0.069% active. inhibition, % at 2.35 µM;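 active = more than half of a compound's replicate wells show inhibition beyond 50%, single wells judged on their own value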;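 note: signal counts dimethyl H3K9 product captured on neutravidin plate; 0% = median of DMSO wells and 100% = 0.3 times that DMSO median; strong numbers were not always called active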
procasp7 counter: counter-screen for procaspase-3 activators: activators of human procaspase-7. P55210. recombinant procaspase-7, Ac-DEVD-pNA absorbance 405 nm; D23A/D198A/D206A triple mutant, cannot self-cleave; scale: DMSO 0, 5 µM enzyme 100. activation, % at 8.5 µM. 330,000 tested, 0.093% active;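 active = percent activation above the screen-wide mean plus 3 SD, cut at about 25% in these data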
Target sequence (P55210 whole entry D23A/D198A/D206A): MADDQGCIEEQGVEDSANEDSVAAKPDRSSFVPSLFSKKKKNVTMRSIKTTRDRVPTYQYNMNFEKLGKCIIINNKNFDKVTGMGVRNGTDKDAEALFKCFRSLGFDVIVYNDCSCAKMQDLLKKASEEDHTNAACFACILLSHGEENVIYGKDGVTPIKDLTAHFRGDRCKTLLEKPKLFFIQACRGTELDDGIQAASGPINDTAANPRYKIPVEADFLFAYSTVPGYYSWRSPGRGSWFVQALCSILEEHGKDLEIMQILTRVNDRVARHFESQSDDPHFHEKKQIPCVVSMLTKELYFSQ
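Assay system – Uncleavable procaspase-7 mutant enzyme · Quantity – 2 µM procaspase-7 mutant as dispensed · Times – 1 h preincubation, 2 h reaction · Dosing – single nominal 8.5 µM compound dose, 0.8% DMSO final · Buffer or medium – Zinc-free 50 mM HEPES buffer, pH 7.4, with NaCl and Triton X-100 · Detection – Epi-absorbance of released pNA at 405 nm, two timepoints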
CTSL1 counter: cathepsin L1 inhibition, PFM18AAP counter-screen; 300,000 tested, 0.49% active; inhibition, % at 5.96 µM; recombinant F. hepatica cathepsin L1, Z-Leu-Arg-MCA fluorescence;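 active = inhibition above the mean of all tested compounds plus 3 SD, set per screening campaign, cut at about 17% in these data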;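 note: 0% = plate median of test compound wells and 100% = 1 µM Z-Phe-Ala-diazomethylketone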
procasp3 activ: activators of human procaspase-3; P42574; recombinant procaspase-3 D3A, Ac-DEVD-pNA absorbance 405 nm; activation, % at 8.5 µM; 330,000 tested, 0.11% active; AID 463141;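 active = activation above the mean of all tested compounds plus 3 SD, cut at about 21% in these data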;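 note: 0% = DMSO alone and 100% = DMSO wells spiked with extra 5 µM PC-3 D3A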
Target sequence (P42574 whole entry D9A/D28A/D175A): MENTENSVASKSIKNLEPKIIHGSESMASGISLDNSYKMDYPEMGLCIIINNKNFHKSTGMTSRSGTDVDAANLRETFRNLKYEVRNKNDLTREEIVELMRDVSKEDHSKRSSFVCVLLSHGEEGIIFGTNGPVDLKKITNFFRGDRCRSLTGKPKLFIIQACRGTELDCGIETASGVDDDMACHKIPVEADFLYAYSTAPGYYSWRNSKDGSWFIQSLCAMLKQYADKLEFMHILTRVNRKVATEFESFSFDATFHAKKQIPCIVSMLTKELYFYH
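Assay system – Procaspase-3 D3A mutant · Benchmarks – DMSO low control, extra-enzyme high control · Technique – 405 nm absorbance of p-nitroaniline, reads at 0 and 120 min · Doses – 8.5 µM nominal · Measure – % activation between DMSO and enzyme-spiked controls · Also added – Ac-DEVD-pNA chromogenic peptide substrate · Schedule – 1 h compound preincubation, 2 h substrate hydrolysis at 25 °C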
PP1 inh: blocks human PP1-alpha phosphatase, a PP5 counter-screen. 320,000 tested, 0.9% active. inhibition, % at 6.7 µM. purified PP1alpha, OMFP fluorescence. P62136;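 active = inhibition above the mean inhibition of all tested compounds plus 3 SD, computed separately for each screening campaign, cut at about 15% in these data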
PP5 primary: blocks human protein phosphatase 5 activity | AID 1987 | P53041 | inhibition, % at 6.7 µM | 320,000 tested, 0.18% active | purified PP5c, OMFP substrate fluorescence;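 active = inhibition above the campaign's mean inhibition across all tested compounds plus 3 SD, cut at about 9.5% in these data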;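 note: 0% = DMSO only and 100% = 100 µM cantharidin control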
Target sequence (P53041 whole entry, looked up): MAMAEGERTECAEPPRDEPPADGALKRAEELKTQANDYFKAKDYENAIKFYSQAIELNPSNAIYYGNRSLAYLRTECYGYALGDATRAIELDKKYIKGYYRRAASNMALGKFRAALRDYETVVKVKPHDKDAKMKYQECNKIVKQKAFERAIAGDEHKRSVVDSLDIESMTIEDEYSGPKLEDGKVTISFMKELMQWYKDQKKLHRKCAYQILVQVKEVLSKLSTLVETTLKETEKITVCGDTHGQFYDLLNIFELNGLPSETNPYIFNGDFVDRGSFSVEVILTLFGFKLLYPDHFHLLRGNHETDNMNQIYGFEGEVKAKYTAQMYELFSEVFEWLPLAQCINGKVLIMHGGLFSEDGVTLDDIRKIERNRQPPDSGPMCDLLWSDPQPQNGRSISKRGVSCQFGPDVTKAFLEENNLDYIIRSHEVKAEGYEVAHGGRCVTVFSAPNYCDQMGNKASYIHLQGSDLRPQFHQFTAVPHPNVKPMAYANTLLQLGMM
TPT1 inh: inhibitors of Candida albicans tRNA 2'-phosphotransferase TPT1 | recombinant caTPT1, FP RNA substrate dephosphorylation | AID 1962 | 300,000 tested, 0.81% active | inhibition, % at 5 µM;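 active = inhibition above the mean of all tested compounds plus 3 SD, set per screening campaign, cut at about 24% in these data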;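 note: plate controls were DMSO alone for no effect and ferristatin control at 100 nM for full effect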
HCV core dimer: blocks dimerization of HCV core protein; TR-FRET GST/Flag-core106 dimerization, 1536-well; inhibition, % at 5 µM; 300,000 tested, 0.33% active; AID 1899;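 active = inhibition above the mean of all tested compounds plus 3 SD, set per screening campaign, cut at about 45% in these data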
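Test system: GST/Flag-tagged HCV core106 proteins; Medium: KF-containing HEPES buffer, pH 7.45, DTT, CHAPS, BSA; Times: compound-protein-antibody incubation 4 h at 22.5 °C; Detection: TR-FRET 671 and 617 nm emission; Benchmarks: wells lacking GST-core106 and wells with excess unlabelled core106.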
Efflux pump inh: antifungal efflux pump inhibition, Nile Red retention. AID 485275. 330,000 tested, 0.44% active. S. cerevisiae Candida pump triplex. inhibition, % at 10 µM;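 active = plate passing quality check with inhibition over a set limit, or well fluorescence over plate mean plus 4 SD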;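 note: Nile Red retained in pooled yeast measured as flow cytometry median fluorescence; 0% = buffer negative control and 100% = Enniatin B positive control; higher means more Nile Red kept so more efflux inhibition; some compounds called inactive have numbers as strong as hits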
* hit, by the source's call; / = not tested or not shown.

Screens in order – HCV core dimer | CTSL1 counter | TPT1 inh | GASC-1 inh | PP5 primary | PP1 inh | procasp3 activ | procasp7 counter | Efflux pump inh
- CC(C)(C)C(=O)CSc1ncnc2sc3c(c12)CCC3
    2 | 0 | 2 | -4 | -1.3 | -1 | -2 | 7 | 0.0
- CCN1C(=O)CC(NNC(=O)c2ccc(Cl)cc2)C1=O (stereo not given)
    0 | 3 | -1 | -22 | -1.6 | -1 | -9 | 0 | 0.0
- COc1cccc(/C=N/NC(N)=S)c1OCc1ccccc1Cl
    -11 | 7 | 1 | 7 | 0.7 | 3 | -9 | -19 | -0.1
- O=C(/C=C/c1ccc2c(c1)OCO2)N1CCN(c2n[nH]c(=O)[nH]c2=O)CC1
    1 | 1 | -1 | 13 | -1.0 | -5 | 4 | 4 | -0.3
- CC(C)(C)NC(=O)C(c1ccccn1)N(C(=O)C1CSC(=O)C1)c1ccc(F)cc1 (stereo not given)
    3 | -4 | 6 | -10 | -0.8 | -4 | 0 | -2 | -0.1
- CCN(C(=O)c1cn(C)c(=O)c2cc(OC)c(OC)cc12)c1cc(C)ccc1C
    1 | 3 | -5 | -3 | -0.3 | -1 | -1 | -3 | 0.1
- CC(C)(C)C(=O)N1CCN(S(=O)(=O)c2ccc3c(c2)OCCCO3)CC1
    -2 | -2 | -1 | -9 | -1.8 | 0 | -5 | 2 | 0.0
- O=C(NCc1ccccc1Cl)C1CCCN1C(=O)Nc1ccccc1 (stereo not given)
    -11 | 10 | -3 | 6 | 5.1 | 1 | 5 | 9 | -0.1
- O=C(CSc1ncn(-c2ccccc2)n1)N1CCc2ccccc21
    14 | 2 | -10 | 3 | 0.9 | -1 | -3 | -4 | -0.1
- CC(C)OCCCNC(=O)C1CCC(CNS(=O)(=O)c2ccc(Cl)cc2)CC1 (stereo not given)
    -8 | -1 | -2 | 3 | -3.5 | -8 | -2 | 0 | 0.4
- COc1ccc(N=Cc2ccc(CNS(=O)(=O)c3ccc(Cl)cc3)o2)cc1
    2 | 4 | 1 | -3 | 0.8 | -4 | 6 | 2 | -0.1
- COc1ccc(S(=O)(=O)NC(C)C(=O)Nc2ccccc2)cc1Cl (stereo not given)
    0 | -2 | -1 | -16 | -0.3 | 1 | 5 | 6 | 0.0
- Cc1ccc(-c2nnc(SCCC(=O)N3CCOCC3)o2)cc1
    0 | 0 | 2 | 14 | -0.4 | -2 | -1 | 13 | 0.2
- CCOc1ccc(NC(=O)C[n+]2ccc(N(C)C)cc2)cc1
    0 | -2 | -1 | 5 | 0.3 | -1 | -8 | -6 | 0.1
- CCC1(C)CC(CCNS(=O)(=O)c2ccc(C)cc2)(c2ccc(C)cc2)CCO1 (stereo not given)
    10 | 6 | 2 | 1 | 3.0 | 5 | 2 | -6 | -0.1

(next part)
Screens in order – HCV core dimer | CTSL1 counter | TPT1 inh | GASC-1 inh | PP5 primary | PP1 inh | procasp3 activ | procasp7 counter | Efflux pump inh
- O=C(/C=C/c1cn(-c2ccccc2)nc1-c1cccc(Cl)c1)N1CCN(c2ccccn2)CC1
    13 | 2 | -4 | 12 | 3.4 | 2 | 9 | 2 | -0.1
- Cc1nc(SCC(=O)NC(=O)NC2CCCCC2)nc(C)c1C
    2 | 1 | -1 | -3 | -1.0 | -1 | -4 | -12 | 0.0
- CCOC(=O)N1CCN(S(=O)(=O)c2ccc(OC)c(OC)c2)CC1
    -3 | 0 | 2 | -26 | 1.1 | -3 | 1 | -13 | -0.1
- COc1ccc(/C=C/C2=CCN(Cc3ccc(OC)cc3)CC2)cc1
    -7 | 6 | 5 | 0 | 2.5 | 7 | -10 | -13 | 0.0
- Cc1ccc(S(=O)(=O)N2CC(C)C(=O)CC2C)cc1 (stereo not given)
    8 | 6 | -2 | 3 | -1.4 | 2 | -2 | -1 | -0.2
- COc1ccccc1NC(=O)Nc1nc(CC(=O)Nc2cccc(F)c2)cs1
    0 | -5 | 1 | -4 | 3.7 | 2 | -7 | 10 | -0.1
- COc1ccc(OC)c(NC(=S)Nc2ccccc2)c1
    -9 | 2 | 0 | 13 | 1.2 | 1 | -1 | -10 | -0.1
- COc1ccc(S(=O)(=O)N(CCCN2CCOCC2)Cc2cccc(OC)c2OC)cc1
    -3 | 4 | 0 | -10 | -0.8 | -2 | -4 | 9 | 0.1
- Cc1cc2c(ncn2C)c(NS(=O)(=O)c2ccc(F)cc2)c1C
    -9 | -3 | 1 | 18 | 4.1 | -6 | 6 | 0 | 0.0
- COc1cc(-c2nc(C(=O)NCC3CCCO3)cc3c2[nH]c2ccccc23)cc(OC)c1OC (stereo not given)
    1 | -7 | -2 | -14 | 8.5 | 0 | -1 | -3 | 0.4
- COc1ccc(C(=O)Nc2ccc(S(=O)(=O)N3CCCC3)cc2)cc1
    4 | -4 | -1 | 3 | 0.1 | 0 | 5 | -3 | -0.1
- CCC(CC)NC(=O)c1cc(OC)c(OC)c(OC)c1
    -2 | -11 | -1 | -6 | -2.5 | -8 | -2 | 2 | 0.3
- CCc1nnc(NCC(=O)N2CCc3ccccc32)s1
    88* | 0 | 2 | -10 | -1.9 | 15 | 1 | 5 | 0.2
- O=C(Nc1nonc1-c1ccc(F)cc1)c1ccco1
    -2 | 1 | 1 | -3 | -2.1 | 0 | 1 | 0 | 0.0
- COc1ccccc1N=c1oc2cc(O)ccc2cc1C(N)=O
    -4 | 0 | 24 | 23 | 2.1 | -2 | -8 | -3 | -0.1

(cont.)
Screens in order – HCV core dimer | CTSL1 counter | TPT1 inh | GASC-1 inh | PP5 primary | PP1 inh | procasp3 activ | procasp7 counter | Efflux pump inh
- N#Cc1cnn(-c2ccccc2)c1NC(=O)c1ccccc1F
    / | / | / | 18 | -2.9 | -3 | 1 | -1 | -0.2
- O=C(c1ccccc1)N(C1=NCCCCS1)c1ccccc1
    -10 | -2 | -1 | -8 | -0.1 | -1 | -2 | -3 | 0.2
- CCOC(=O)C1(Cc2ccccc2)CCN(Cc2cccn2-c2nccs2)CC1
    6 | 1 | 2 | -1 | 1.2 | -1 | 2 | 14 | 0.0
- Cc1ccccc1NS(=O)(=O)c1ccc2c(c1)oc(=O)n2C
    0 | 7 | 0 | 1 | 1.4 | 1 | 1 | -9 | 0.1
- CSc1ccccc1C(=O)NC1CCCC1
    -2 | -2 | 5 | 2 | 3.0 | 0 | 4 | -10 | 0.1
- Cc1cc(CN2CCCC(CO)(Cc3cccc(Cl)c3)C2)n[nH]1 (stereo not given)
    3 | -2 | 6 | 10 | 4.3 | -3 | 8 | -9 | 0.3
- CCCC[C@@H]1CNC(=O)C(=O)N1CCc1cc(C(F)(F)F)cc(C(F)(F)F)c1
    1 | 5 | 0 | 8 | 1.9 | 1 | 10 | -1 | 0.1
- N#Cc1c2n(c3c(N)ncnc13)CCCCC2
    0 | 0 | 0 | 9 | -2.9 | 0 | 6 | 6 | 0.0
- COC(=O)C1=C(O)/C(=C/c2cccc(OC)c2O)N=C1C
    -16 | -1 | -2 | -7 | 1.4 | 4 | -5 | -15 | 0.0
- O=C(N/C(=C\c1ccco1)C(=O)N1CCOCC1)c1ccccc1Cl
    7 | 1 | -2 | 4 | 0.7 | 3 | 5 | 2 | 0.0
- O=c1c2[nH]c3cccc(Cl)c3c2ncn1Cc1ccco1
    6 | 2 | -1 | -19 | -0.4 | 3 | -4 | 11 | -0.1
- Cc1cccc(-n2cc(CN3CCCN(C=O)CC3)c(-c3cccc(F)c3)n2)c1
    5 | 4 | 1 | -2 | 0.6 | 1 | 3 | 11 | 0.0
- CC(C)(C)OC(=O)NC(CC(=O)OCc1ccccc1)C(=O)O (stereo not given)
    -1 | -3 | 0 | 8 | 1.2 | -2 | 1 | 6 | -0.1
- O=C(c1cccc(F)c1)N1CCCC(C(=O)N2CCN(c3ccccc3)CC2)C1 (stereo not given)
    1 | 3 | 1 | -2 | 0.3 | -4 | -12 | -6 | 0.2
- Cc1cc(C)nc(NC(=S)Nc2cccc(Cl)c2Cl)c1
    8 | 2 | -1 | -1 | -2.3 | -7 | 6 | -3 | -0.1

Further records:
Screens in order – HCV core dimer | CTSL1 counter | TPT1 inh | GASC-1 inh | PP5 primary | PP1 inh | procasp3 activ | procasp7 counter | Efflux pump inh
- O=C(CSCc1ccc(Cl)cc1Cl)Nc1c[nH]c(=O)[nH]c1=O
    8 | 1 | 9 | 2 | 0.1 | 1 | -6 | 7 | -0.1
- Cc1cccc(/C(N)=N/OC(=O)Cc2cccc3ccccc23)c1
    -4 | 2 | 3 | 6 | 1.9 | -2 | 13 | 18 | 0.0
- CC(=O)N1N=C(c2ccc(C)cc2)CC1c1ccc2c(c1)OCO2 (stereo not given)
    4 | 5 | -2 | 7 | 0.2 | -4 | -2 | 5 | 0.0
- O=C(Nc1ccccc1)c1cccc(C(=O)Nc2ccccc2)n1
    5 | 3 | 0 | 5 | 0.8 | -2 | -3 | -10 | 0.1
- CCOC(=O)c1c(NC(=O)CCC(=O)O)sc2c1CCCCC2
    3 | -3 | 1 | 1 | 4.1 | -1 | -12 | -18 | 0.2
- CSc1nnc(CCCCCNC(=O)OC(C)(C)C)o1
    -1 | 1 | -1 | -3 | 1.1 | -5 | -2 | 10 | 0.0

Shown as a markdown table: entries from further up.
| canonical_smiles | HCV core dimer | CTSL1 counter | TPT1 inh | GASC-1 inh | PP5 primary | PP1 inh | procasp3 activ | procasp7 counter | Efflux pump inh |
| --- | --- | --- | --- | --- | --- | --- | --- | --- | --- |
| O=C(c1cccc(F)c1)N1CCCC(C(=O)N2CCN(c3ccccc3)CC2)C1 (stereo not given) | 1 | 3 | 1 | -2 | 0.3 | -4 | -12 | -6 | 0.2 |
| Cc1cc(C)nc(NC(=S)Nc2cccc(Cl)c2Cl)c1 | 8 | 2 | -1 | -1 | -2.3 | -7 | 6 | -3 | -0.1 |
| O=C(CSCc1ccc(Cl)cc1Cl)Nc1c[nH]c(=O)[nH]c1=O | 8 | 1 | 9 | 2 | 0.1 | 1 | -6 | 7 | -0.1 |
| Cc1cccc(/C(N)=N/OC(=O)Cc2cccc3ccccc23)c1 | -4 | 2 | 3 | 6 | 1.9 | -2 | 13 | 18 | 0.0 |
| CC(=O)N1N=C(c2ccc(C)cc2)CC1c1ccc2c(c1)OCO2 (stereo not given) | 4 | 5 | -2 | 7 | 0.2 | -4 | -2 | 5 | 0.0 |
| O=C(Nc1ccccc1)c1cccc(C(=O)Nc2ccccc2)n1 | 5 | 3 | 0 | 5 | 0.8 | -2 | -3 | -10 | 0.1 |
| CCOC(=O)c1c(NC(=O)CCC(=O)O)sc2c1CCCCC2 | 3 | -3 | 1 | 1 | 4.1 | -1 | -12 | -18 | 0.2 |
| CSc1nnc(CCCCCNC(=O)OC(C)(C)C)o1 | -1 | 1 | -1 | -3 | 1.1 | -5 | -2 | 10 | 0.0 |
